Assay outcomes from PubChem BioAssay.
aSyn yeast rescue – qHTS of alpha-syn Inhibitors: NCGC Sytravon Library Screen | S. cerevisiae alpha-synuclein toxicity rescue, BacTiter-Glo growth, 24 h | Potency, µM (highest dose often 46.1 µM), for inactives: at the top dose growth rescue (activation), most hits filed as activators | hit rate 0.02% among 94,000 | AID 1347070, 2019; active means well fitted activation curve with a large enough effect; inconclusive means small, poorly fitted or top-dose-only effect; further: 0% is about no effect
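Growth restoration measured by BacTiter-Glo luminescence after 24 hr at 30 deg C; alpha-synuclein yeast, raffinose-pregrown to mid-log, were added at OD600=0.02 in galactose medium onto pinned compounds.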
Numbers without * were called inactive; u = inconclusive; & = joins results of further samples; [ ] = dose if it differs, or a comment. Potency means the concentration at half of the fitted maximal effect. Some of the compounds tested (hit frequency here may not be typical).

SMILES	aSyn yeast rescue
COc1ccc(-n2c(=O)c3ccccc3n(Cc3ccccc3Cl)c2=O)cc1	6%
Cc1nc(-c2cccc(NC(=O)c3ccc(Cl)c(S(=O)(=O)N4CCCC4)c3)c2)cs1	-17%
CC(=O)c1ccccc1NC(=O)CCNC(=O)c1ccco1	8%
OC(COc1ccc(CNCCc2ccc(C(F)(F)F)cc2)cc1)CN1CCCCC1 (stereo not given)	-7%
Cc1ccc2nc(-c3ccsc3)c(Nc3ccccc3C)n2c1	-36%[inhibitor]
CCN(CC)C(=O)C1=C(C)N(Cc2ccc(OC)cc2)C(=O)C(CC(=O)NC2CCCC2)C1 (stereo not given)	-6%
CCCCNC(=O)CCn1c(=O)c2ccccc2n(Cc2cccc(Cl)c2)c1=O	-3%
COc1cc(OC)cc(C(=O)NCC(=O)Nc2ccc(-c3ccccc3)cc2)c1	-7%
O=C(CSc1nc(C(F)(F)F)cc(=O)[nH]1)NCC1CCCO1 (stereo not given)	-3%
COc1ccc(-c2nc3scc(CCNC(=O)c4cc(OC)cc(OC)c4)n3n2)cc1	8%
C[C@H](CO)N1C[C@H](C)[C@@H](CN(C)C(=O)Nc2cccc(Oc3ccccn3)c2)OCc2cnnn2CCCC1=O	-9%
CCOc1ccc(N2CC(c3nc4ccccc4n3CC(C)C)CC2=O)cc1 (stereo not given)	2%
O=C(C[C@H]1C(=O)N(Cc2ccccc2)C[C@@H]1c1ccc(Br)cc1)Nc1ccc(Br)cc1	16%
Cn1c(=O)c(=O)n(C)c2cc(NS(=O)(=O)c3ccc(Br)cc3)c(Cl)cc21	-11%
COCCCNC(=O)CCCN1C(=O)CCn2nc(-c3cn(C)c4ccccc34)cc21	-2%
Cc1cc(=O)[nH]c(SCC(=O)Nc2nonc2C)n1	3%
COc1ccc(C(=O)n2ncc(C#N)c2N)cc1	-3%
CC1(C)NC(=O)N(CC(=O)OCC(=O)Nc2cc(S(=O)(=O)N3CCCCC3)ccc2Cl)C1=O	-4%
Nc1cc(=O)[nH]c(SCC(=O)N2N=C(c3ccc4ccccc4c3)CC2c2ccccc2)n1 (stereo not given)	3%
CCn1cc(SCC(=O)NCC2CCCO2)c2ccccc21 (stereo not given)	-5%
COCC(=O)N1CCCC(C(=O)c2ccc3c4c(cccc24)CC3)C1 (stereo not given)	0%
COc1ccc(C2NC(=S)NC3=C2CCCC3=C2SCCS2)cc1 (stereo not given)	3%
COc1cc2c(cc1N)-c1ccc(N)cc1C2=O	u
Cc1cccc(N2CCN(C(=O)CN3C(=O)COc4ccc(S(=O)(=O)N5CCOCC5)cc43)CC2)c1C	5%
O=C(NCC(=O)N1CCN(C(c2ccccc2)c2ccccc2)CC1)c1ccccc1Br	2%
CN1OC[C@@H]2CN[C@H](c3ccc(-c4ccccc4)cc3)C[C@@H]21	8%
Cc1ccc2c(c1)C1CN(C)CCC1N2S(=O)(=O)c1ccc(Oc2ccc([N+](=O)[O-])cc2)cc1 (stereo not given)	4%
CCC1CCCCN1CCCNC(=O)c1cc2c(=O)n(CC)c3ccccc3c2s1 (stereo not given)	3%
Cc1c(NC(=O)COC(=O)c2ccc[nH]c2=O)c(=O)n(-c2ccccc2)n1C	3%
CCOc1ccc(NC(=O)Cn2c(=O)n(CCCCC(=O)NCc3ccc4c(c3)OCO4)c(=O)c3ccccc32)cc1	4%
CC(=O)C1=C(c2ccccc2)N(C(C)=O)n2c(nnc2C2CCCCC2)S1	-19%
O=C1CSC(=S)N1N=Cc1c(F)cccc1Cl	5%
CCOC(=O)c1c(C)[nH]c(C)c1S(=O)(=O)NCC(=O)Nc1cccc(SC)c1	10%
CCc1ccccc1NC(=O)CSc1nc2ccccc2nc1N1CCOCC1	-4%
Cc1ccc(CN(C)C(=O)c2ccc(S(=O)(=O)N(C)c3ccccc3)cc2)o1	-22%
Cc1cccc(NC(=O)c2ccc(S(=O)(=O)N3CCCC3)cc2)c1C	-8%
Cc1ccc2c(c1)C(=O)C(=O)N2Cc1ccc(OC(C)C)cc1	-36%[inhibitor]
O=C(c1cc(C2CC2)on1)N1CCOCC1	4%
CCCc1nnc(NC(=O)C2CC(=O)N(C3CCCC3)C2)s1 (stereo not given)	-4%
COc1ccc(N2C(=O)CS(=O)(=O)C23C(=O)N(Cc2cccc(F)c2)c2ccccc23)cc1OC (stereo not given)	5%
CC1=C(C(=O)NCCc2ccc(Cl)cc2)C2(CCCCC2)OC1=O	-5%
CCc1ccc(CN2CCC(Oc3cc(C(=O)NC4CC4)ccc3OC)CC2)cc1	2%
O=c1c(CO)cc(CO)cc(CO)c1O	-19%
Cc1ccc(S(=O)(=O)N2CCCCCC2)cc1C(=O)NCc1ccccn1	-5%
O=C(NN=C1CCN(Cc2ccccc2)CC1)c1ccccc1O	-3%
Cc1ccccc1-n1c(SCC(=O)NC2CCS(=O)(=O)C2)nc2ccccc2c1=O (stereo not given)	2%
CCN1CCN(CCNC(=O)c2ccc(/C=C3/Sc4ccccc4N(Cc4cccc(Cl)c4)C3=O)cc2)CC1	-22%
CCOc1cc(NS(=O)(=O)c2ccc(OC)cc2)c(OCC)cc1NC(C)=O	-6%
Cc1cc(C)cc(NC(=O)Cn2nnc(C(=O)NCCc3ccccc3)c2N)c1	1%
Clc1ccc(CNc2ccc(CNc3ncn[nH]3)cc2)c(Cl)c1	5%
(list continues)
SMILES	aSyn yeast rescue
CC1CCCCC1NC(=O)CSc1ccc([N+](=O)[O-])cc1 (stereo not given)	10%
Cc1cc(Cl)ccc1NC(=O)CN1C(=O)COc2ccc(S(=O)(=O)N3CCC(C)CC3)cc21	-5%
COc1ccc(CNC(=O)CCc2c(C)nc3cc(-c4ccc(OC)cc4OC)nn3c2C)cc1	9%
O=C(CCC1N=C2c3ccccc3N=C(SCC(=O)Nc3ccccc3F)N2C1=O)NCc1ccco1 (stereo not given)	-2%
O=C(CN(C(=O)CNS(=O)(=O)c1ccccc1)c1ccc(F)cc1)NCc1ccco1	-11%
CC(C)Oc1ccc(CNC(=O)c2ccc(CN3CC(=O)N4CCCCC4C3=O)cc2)cc1 (stereo not given)	3%
Cc1cc(C)c(NC(=O)Cn2c(=O)n(CCCCC(=O)NCc3ccccc3Cl)c(=O)c3ccccc32)c(C)c1	1%
COc1cc2ccccc2nn1	-2%
COc1ccc([C@H]2C[C@H](n3cc(C4CC4)nn3)[C@@H](O)CN2CC2CCCCC2)cc1	-3%
Cc1ccc(C2CC(=O)N(Cc3ccccc3F)c3c2c(C)nn3-c2nc(C)cc(C)n2)cc1 (stereo not given)	3%

Given bar-delimited: entries from further up.
SMILES | aSyn yeast rescue
Cc1cc(Cl)ccc1NC(=O)CN1C(=O)COc2ccc(S(=O)(=O)N3CCC(C)CC3)cc21 | -5%
COc1ccc(CNC(=O)CCc2c(C)nc3cc(-c4ccc(OC)cc4OC)nn3c2C)cc1 | 9%

Remaining list, next part:
SMILES	aSyn yeast rescue
COCC(C)NC(=O)Cc1ccc(Cl)cc1 (stereo not given)	2%
COc1cccc(-n2c(SCC(=O)Nc3ccc(F)cc3F)nc3c([nH]c4ccccc43)c2=O)c1	-5%
Cc1ccc(CCSc2ccc(F)cc2)cn1	-15%
CN(Cc1ccccc1Cl)C(=O)c1cc2ccccc2o1	16%
O=C(NCc1cccc(F)c1)c1ccc(-n2cnc3cccnc32)cc1	-7%
Cc1ccc2oc3c(c(=O)c2c1)C(c1cccs1)N(CCCN(C)C)C3=O (stereo not given)	4%
Cc1ccc(-n2ncc(C(=O)NCCCN3CCc4ccccc4C3)c2C2CCN(C(=O)OC(C)(C)C)CC2)cc1C	-4%
C[C@H](CO)N1C[C@H](C)[C@@H](CN(C)Cc2ccc(O)cc2)OCc2cnnn2CCCC1=O	-4%
O=C1CN(C(=O)c2ccc(Br)o2)C(c2ccccc2)c2cc(F)ccc2N1 (stereo not given)	5%
COc1ccc(Cl)cc1C(=O)NNC(=O)c1nc2nc(C)cc(C)n2n1	-3%

An excerpt of the results above, for reference:
SMILES	aSyn yeast rescue
COCC(C)NC(=O)Cc1ccc(Cl)cc1 (stereo not given)	2%
COc1cccc(-n2c(SCC(=O)Nc3ccc(F)cc3F)nc3c([nH]c4ccccc43)c2=O)c1	-5%

Carrying on.
SMILES	aSyn yeast rescue
COc1ccc(N(C(=O)Cn2nnc(-c3ccc(Cl)cc3)n2)C(C(=O)NCC2CCCO2)c2ccncc2)cc1 (stereo not given)	5%
Cc1ccc(NC(=O)Cc2nnc(SCC(=O)Nc3ccccc3)n2C)cc1	-4%
COc1ccc(-c2ncncc2-c2ccc(Cl)cc2)c(O)c1	2%
CN1CCN(C(=O)CN(C)S(=O)(=O)c2ccc(F)cc2)CC1	-3%
COc1cc(SC)ccc1C(=O)OCC(=O)N1CCCC1	3%
CC(C)Nc1ccc(-c2nc(-c3ccco3)no2)cc1[N+](=O)[O-]	-2%
CCOC(=O)c1ccccc1NC(=O)CSc1nc2ccncc2[nH]1	-6%
CC(=O)c1c(C)[nH]c(C(=O)OCC(=O)c2ccc(Br)cc2)c1C	6%
CS(=O)(=O)c1ccc(C(=O)N2CCN(Cc3ccccc3)CC2)cc1	6%
O=C(N/N=C/c1cccc([N+](=O)[O-])c1)c1cccc2cc[nH]c12	6%
CCC1CCc2c(sc(NC(=O)C3c4ccccc4Oc4ccccc43)c2C(=O)OC)C1 (stereo not given)	0%
CCc1cc(=O)oc2c3c(c(Cl)cc12)OCN(Cc1cccc(OC)c1)C3	-9%
CC(=O)Nc1ccc(NC(=O)c2sc(-c3ccccc3)nc2C)cc1	9%
CS(=O)(=O)c1ccc(Cl)c(NC(=O)COC(=O)CNC(=O)c2sc3ccccc3c2Cl)c1	-3%
CCOC(=O)N/N=C/C(Cl)=C/c1ccccc1	12%
COc1ccc(/C=C\C(=O)NC2CC(=O)N(c3ccccc3)C2)cc1OC (stereo not given)	-7%
CCC(C)c1ccc(NC(=O)c2cnn3c(C(F)F)cc(C)nc23)cc1 (stereo not given)	2%
Cn1nc(NC(=O)C(F)(F)F)c2ncc(-c3ccccc3)nc21	-13%
CCOc1ccc(S(=O)(=O)NC(C)C)cc1C(N)=O	7%
CCOc1cc(C(=O)Nc2nnc3n2CCS3)cc(OCC)c1OCC	-4%
CCCCn1c(NCc2ccc(OC)cc2O)nc2ccccc21	0%&-7%
CCCCOc1ccc(S(=O)(=O)n2nc(C)c(S(=O)(=O)N3CCC(C)CC3)c2C)cc1	1%
CCn1c2ccccc2c2cc(NC(=O)N3CCCCC3)ccc21	-2%
Cc1ccc(OCC(=O)Nc2c(Cl)ccc3nsnc23)cc1C	3%
O=[N+]([O-])c1ccc(C=CC=Cc2ccccc2)cc1	1%
CCOC(=O)N1CCN(C(=O)CSc2ccc3nnc(CCNC(=O)c4ccccc4)n3n2)CC1	5%
CC1=C(c2ccc(C)cc2)S(=O)(=O)N=C1N1CCN(c2ccccc2)CC1	2%
CC(C)(C)c1csc(NC(=O)Nc2ccccc2)n1	-9%
Cc1ccc(N2CCN(C(=O)CCS(=O)(=O)c3cc4c(cc3Cl)NC(=O)CO4)CC2)c(C)c1	11%
CCOc1ccc(-c2cc(OC(=O)c3ccc(F)cc3)c3c(C)oc(C)c3c(=O)c2)cc1	14%
C=CCOc1ccc(CN(C)C(=O)CN2C(=O)c3ccccc3C2=O)cc1	0%
CC1=C(C(=O)N(C)C)CC(CC(=O)NC2CCCC2)C(=O)N1Cc1ccc(F)cc1 (stereo not given)	-2%
O=C1NC2=C(C(=O)CCC2)C(c2ccc(OC(F)F)cc2)N1 (stereo not given)	-9%
CC(C)Oc1ccc(C(=O)Nc2cc(S(=O)(=O)N3CCOCC3)ccc2N2CCOCC2)cc1	-7%
CN(CC(=O)Nc1ccc(F)cc1)C(=O)COc1ccc([N+](=O)[O-])cc1Cl	4%
CCOc1ccc(NC(=O)C(C)Sc2nc3ncccc3o2)cc1 (stereo not given)	1%
O=C(CSc1nc2c([nH]c3ccccc32)c(=O)n1-c1cccc(Cl)c1)c1ccccc1	5%
C[C@H]1CCCCO[C@@H](CN(C)S(=O)(=O)c2ccc(Cl)cc2)[C@@H](C)CN([C@@H](C)CO)C(=O)c2cc(NS(=O)(=O)c3ccccc3)ccc2O1	1%
O=C(c1ccc(S(=O)(=O)Nc2ccccc2Cl)cc1)N1CCOCC1	5%
COc1ccc(OCc2nc3ccccc3n2C(C)c2ccccc2)cc1 (stereo not given)	u
COCCNC(=O)CSc1nc(-c2ccccc2)[nH]c1-c1ccc(OC)cc1	-6%
O=C(CCC(=O)N(CC(=O)NC1CCCC1)c1ccccc1F)Nc1nccs1	0%

Molecules above containing an NH in an aromatic ring:
SMILES	aSyn yeast rescue
O=C(CSc1nc(C(F)(F)F)cc(=O)[nH]1)NCC1CCCO1 (stereo not given)	-3%
Cc1cc(=O)[nH]c(SCC(=O)Nc2nonc2C)n1	3%
Nc1cc(=O)[nH]c(SCC(=O)N2N=C(c3ccc4ccccc4c3)CC2c2ccccc2)n1 (stereo not given)	3%
Cc1c(NC(=O)COC(=O)c2ccc[nH]c2=O)c(=O)n(-c2ccccc2)n1C	3%
CCOC(=O)c1c(C)[nH]c(C)c1S(=O)(=O)NCC(=O)Nc1cccc(SC)c1	10%
Clc1ccc(CNc2ccc(CNc3ncn[nH]3)cc2)c(Cl)c1	5%
COc1cccc(-n2c(SCC(=O)Nc3ccc(F)cc3F)nc3c([nH]c4ccccc43)c2=O)c1	-5%
CCOC(=O)c1ccccc1NC(=O)CSc1nc2ccncc2[nH]1	-6%
CC(=O)c1c(C)[nH]c(C(=O)OCC(=O)c2ccc(Br)cc2)c1C	6%
O=C(N/N=C/c1cccc([N+](=O)[O-])c1)c1cccc2cc[nH]c12	6%
O=C(CSc1nc2c([nH]c3ccccc32)c(=O)n1-c1cccc(Cl)c1)c1ccccc1	5%
COCCNC(=O)CSc1nc(-c2ccccc2)[nH]c1-c1ccc(OC)cc1	-6%
